High-throughput results: PubChem, NCI
NCI-60 one-dose screen, 48 h, at 10 µM unless noted. Numbers give growth in % (100 = growth as untreated, 0 = no growth, -100 = all killed).
IGROV1: IGROV1 ovarian cancer. 4.7% of 79,000 active. AID 1794786
NCI-H23: NCI-H23 lung cancer | 4% of 80,000 active
OVCAR-3: OVCAR-3 ovarian cancer; 7% of 79,000 active; AID 1794787
NCI-H522: NCI-H522 lung cancer. AID 1794739. 8% of 78,000 active
NCI/ADR-RES: NCI/ADR-RES ovarian cells. 4.4% of 81,000 active
OVCAR-4: OVCAR-4 ovarian cancer cells. 3.7% of 80,000 active. AID 1794784
OVCAR-5: OVCAR-5 ovarian cancer; 2.9% of 82,000 active; AID 1794783
SK-OV-3: SK-OV-3 ovarian cancer cells; 3.2% of 80,000 active
OVCAR-8: OVCAR-8 ovarian cancer. 4.4% of 81,000 active. AID 1794782
Starred values were filed as active, the others as inactive; x = not tested or not shown; & = joins results of further samples. The calls were made as follows: active = growth percent below 10; inactive = the rest. A portion of the library (hit frequency here may not be typical).

SMILES	IGROV1	NCI-H23	OVCAR-3	NCI-H522	NCI/ADR-RES	OVCAR-4	OVCAR-5	SK-OV-3	OVCAR-8
O=C(N/N=C\c1ccc(N(CCCl)CCCl)cc1)C(=O)N/N=C\c1ccc(N(CCCl)CCCl)cc1	x	104	111	76	102	102	91	111	96
Cc1cc(C)c(C)c(CCN)c1C	101	88	106	87	101	96	89	95	98
OCCCNCc1cccnc1	95	105	107	79	101	x	111	119	107
CC(C)(O)/C=C/C(=O)[C@](C)(O)[C@H]1[C@H](O)C[C@@]2(C)[C@@H]3CC=C4[C@@H](C=C(O)C(=O)C4(C)C)[C@]3(C)C(=O)C[C@]12C	-70*	-40*	-29*	-75*	12	-46*	-3.4*	5.6*	x
C[C@]12CCc3sc(Nc4ccc(OC(F)(F)F)cc4)nc3C1=CC[C@@H]1[C@@H]2CC[C@]2(C)C(=O)CC[C@@H]12	94	75	37	89	82	64	92	70	67
Cn1c(=O)c2c(nc(N3CCN(CCCl)CC3)n2C)n(C)c1=O	107	95	103	88	100	123	109	104	108
CC/C(=C\c1ccccc1)[N+](=O)[O-]	84	92	92	92	97	107	99	x	114
O=C(CC(C(=O)c1ccccc1)N1CC1)c1ccccc1 (configuration not stated)	95	105	115	79	x	96	127	116	98
COC(=O)[C@@H](C)C[C@H](Cc1ccccc1)NC(=O)c1csc([C@@H](C[C@H](C(C)C)N(C)C(=O)C2(NC(=O)[C@H]3CCCCN3C)CC2)OC(C)=O)n1	27	16	-16*	1.6*	62	45	20	19	23
CN1C(=O)CC[C@@]2(C)C1=CC[C@@H]1[C@@H]2CC[C@@]2(C)[C@H]1CC[C@]2(C)O	111	101	112	x	111	101	110	107	104
C[C@]12CCc3nc(NCCCN4CCOCC4)sc3C1=CC[C@@H]1[C@@H]2CC[C@]2(C)C(=O)CC[C@@H]12	99	95	94	98	91	101	93	88	104
CC(C)(NC(=O)c1nn(CCCCCF)c2ccccc12)c1ccccc1	101	101	105	64	93	88	103	88	83
CC(C)COC(=O)Cc1ccccc1	109	106	111	99	110	105	106	105	110
CCN1C(=O)NC(=O)C2(CCCC2)C1=O	109	109	117	x	109	113	99	113	102
c1ccc(CC(NC2CCCCC2)c2ccccc2)cc1 (configuration not stated)	78	75	100	79	82	91	64	106	87
O=S(=O)(c1ccc(Cl)cc1)C(Cl)(Cl)Cl	34	41	-16*	11	29	62	79	85	59
CN1CCCCC1C(O)c1ccccc1 (configuration not stated)	95	90	103	64	91	100	95	97	x
O=C(O)COC(C[N+](=O)[O-])C(Cl)(Cl)Cl (configuration not stated)	102	105	116	96	111	93	107	107	100
COc1ccc(N(CC(=O)NCCC[Te]c2ccccc2)C(=O)CCSC2=C(C)C(=O)c3ccccc3C2=O)cc1	-68*	-49*	-40*	-41*	-36*	20	-57*	-56*	8.0*
CCN(CC)CCn1c(=O)n(C)c2ccccc21	109	97	106	108	101	109	117	106	101
COC12CC3C4=CCOC5CC(=O)N6c7ccccc7C1(CCN2C4)C6C53 (configuration not stated)	108	102	117	90	111	97	121	107	92
O=C1NC(=S)NC(=O)C1Cc1ccccc1	103	94	107	98	96	108	99	89	105
C[Se]CCCN1C(=O)[C@@H]2[C@H](C1=O)[C@@H]1C=C[C@H]2C1	112	110	112	x	107	103	108	128	117
CC(=O)OC1CCC2C3C(C)CC4=CC(=O)CCC4(C)C3CCC12C (configuration not stated)	87	95	140	92	80	94	66	100	95
c1ccc(CN2CCN(Cc3ccccc3)CC2)cc1	92	96	x	89	101	x	98	104	99
O=C1CC2OCC=C3C[N+]4(SS(=O)(=O)[O-])CCC56c7ccccc7N1C5C2C3CC64 (configuration not stated)	101	96	110	101	102	118	96	100	101
O=C(NCCCN1CC1)Nc1cccc2ccccc12	87&88	93&104	113&109	79&108	101	114&105	113&105	96&101	79&80
O=C(Oc1ccc(CCN2CCCCC2)cc1)c1ccc([N+](=O)[O-])cc1	111	105	113	90	109	x	114	98	108
CCCCCCCNC(=O)CBr	108	98	105	97	101	109	100	115	103
N#CC(C#N)=Cc1cccc(Cl)c1	114	104	114	95	106	102	107	107	103
COC(=O)[C@H](Cc1ccccc1)NNC(=O)c1csc([C@@H](C[C@H](C(C)C)N(C)C(=O)[C@@H](NC(=O)[C@H]2CCCCN2C)C2CC2)OC(C)=O)n1	27	29	4.1*	-19*	33	41	33	20	24
CCC[Se]C(=O)c1ccc(C(=O)[Se]CCC)s1	-67*	-49*	-48*	18	-54*	56	-36*	-31*	-51*
CC(=O)N(N=O)c1ccc(Br)cc1	100	99	108	104	108	96	100	90	102
O=C(O)c1ccc(P(=O)(O)O)cc1	104	101	116	92	107	117	103	99	102
O=C(NCCN1CC1)C(=O)NCCN1CC1	78	91	100	63	79	106	104	98	69
CC(=O)O[C@H](C[C@H](C(C)C)N(C)C(=O)[C@H](C)NC(=O)[C@H]1CCCCN1C)c1nc(C(=O)N[C@@H](Cc2ccccc2)C[C@H](C)C(=O)O)cs1	89	93	67	51	104	115	111	82	96
CC(C)CC1(CCc2ccccc2)C(=O)NC(=O)NC1=O	101	107	111	x	99	117	99	105	98
CN[C@]1(c2ccccc2Cl)CCCC[C@H]1NCCCN1CCCC1	97	103	109	92	101	107	105	92	97
O=C(/C=C/c1ccco1)c1nc2ccccc2n1Cc1ccc(Br)cc1	32	27	22	4.6*	26	46	57	103	47
O=[N+]([O-])c1ccc(/C=C/C=C/c2ccc(S(=O)(=O)F)cc2)c(Cl)c1	104	96	109	84	104	88	112	98	99
COC(=O)N[C@H]1CCc2c(Br)c(OC)c(OC)c(OC)c2-c2ccc(SC)c(=O)cc21	9.6*	31	-41*	8.4*	7.3*	25	36	33	15
CC(C)CCC[C@@H](C)C1CCC2C3CCC4=C/C(=N/OC(=O)Cc5ccc(N(CCCl)CCCl)cc5)CC[C@]4(C)C3CC[C@@]21C (some centres not stated)	95	95	106	87	98	114	90	107	99
CN(C1=N[C@]23CC(=O)CC[C@]2(C)[C@H]2CC[C@]4(C)C(=O)CC[C@H]4[C@@H]2C[C@@H]3S1)c1ccccc1	96	89	92	109	91	98	83	114	105
COc1ccc(NC([Se])=NC23CC4CC(CC(C4)C2)C3)cc1	3.8*	-23*	-32*	-33*	1.9*	6.5*	-13*	-18*	-0.3*
O=P(Oc1ccc(Cl)cc1)(N1CC1)N1CC1	89	65	109	67	101	97	117	104	89
CNCC(Cl)Cl	107	105	107	93	111	111	103	102	115
C[C@]12CC[C@H]3[C@@H](CC4SC(N)=NC45C/C(=N/NC(N)=O)CC[C@]35C)[C@@H]1CCC2=O (some centres not stated)	2.9*	-44*	-32*	-19*	-5.3*	-19*	73	101	-2.3*
CC(C)(OC(=O)Nc1cccc(Cl)c1)C(Cl)(Cl)Cl	106	101	106	85	104	97	106	101	98
COC(=O)[C@@]1(O)C[C@H]2O[C@]1(C)n1c3ccccc3c3c4c(c5c6ccccc6n2c5c31)C(=O)NC4	-30*	-43*	-19*	-59*	-40*	-51*	-12*	-34*	-44*
O=C(O)C(CO)NC(=O)C(Cl)(Cl)Cl (configuration not stated)	105	103	109	87	103	98	100	107	92
CNC1(c2ccc(F)cc2)CCCCC1	154	101	101	101	100	104	94	96	103
COc1ccn(C)c(=O)c1C#N	99	105	94	66	102	114	105	92	96
O=C(CCl)Oc1ccccc1Cl	114	103	104	100	108	109	112	102	102
S=P(NC1CCCCC1)(N1CC1)N1CC1	97	110	112	106	111	100	104	131	104
N#CC(C#N)=Cc1ccc(Cl)cc1	103	100&109	110&111	99&94	102&109	101&111	104&113	94&106	108&109
O=C1OCCC1C(=O)c1ccccc1 (configuration not stated)	118	93	116	69	91	81	90	110	99
COCC(Br)C(=O)OC (configuration not stated)	111	104	110	107	107	107	106	125	107
C[N+](C)(C)CC1(O)CCCCC1	114	104	108	113	112	107	105	110	98
CCC1(CC)COP(=S)(SCCOC(=O)c2ccccc2)OC1	100	102	108	81	109	109	92	92	102
Cc1ccccc1-c1nc2ccccc2c(=O)n1C	123	105	120	62	97	122	111	98	103

Following part.
SMILES	IGROV1	NCI-H23	OVCAR-3	NCI-H522	NCI/ADR-RES	OVCAR-4	OVCAR-5	SK-OV-3	OVCAR-8
COc1ccc(C=O)cc1	100	93	100	105	94	115	102	101	106
O=[N+]([O-])c1nccn1CC(O)CF (configuration not stated)	127	101	103	97	105	111	104	97	87
CC1(C)N=C(N)N=C(N)N1c1ccc(OCC(=O)Nc2ccc(S(=O)(=O)F)cc2)cc1	32	x	108	74	109	95	59	102	108
CC/C(=C/c1ccc(OC)cc1OC)[N+](=O)[O-]	40	59	59	-42*	42	94	36	124	18
CNC1Cc2cc3c(cc2C1)OCO3	104	100	104	67	114	100	97	89	100
CC(=O)C1C(=O)N(C)C(=O)N(C)C1=O	113	121	112	105	113	105	100	115	109
O=C(O)C1(Br)CC12c1ccccc1-c1ccccc12 (configuration not stated)	100	97	103	96	104	107	104	101	100
Cc1nc(C)c(C(=O)N/N=C/c2ccc(N(CCCl)CCCl)cc2)s1	59	74	96	91	82	84	135	95	81
C=NCC#N	115&110	98&98	119&105	103&69	107&102	108&114	94&99	97&113	108&104
O=C(CN1CCN(C(=O)c2ccco2)CC1)Nc1ccc(Cl)cc1C(=O)c1ccccc1Cl	58	85	115	68	83	87	96	112	87
CC[C@H](C)[C@H](NC(=O)[C@H]1CCCCN1C)C(=O)N(C)[C@H](CCc1nc(C(=O)N[C@@H](Cc2ccccc2)C[C@H](C)C(=O)OC)cs1)C(C)C	27	31	-19*	-15*	29	44	49	8.8*	23
Cc1ccc(C=C(C#N)C#N)o1	114	102	114	87	107	112	104	105	104
Cc1cc(N=Nc2ccccc2C)ccc1N	77	80	73	58	79	69	85	99	82
CCCCNP(=O)(N1CC1CC)N1CC1CC (configuration not stated)	108	100	108	x	99	109	94	100	106
CCCCCCC(C)(C)c1cc(OC)c([C@H]2C=C(CO)[C@H]3CC2C3(C)C)c(OC)c1	90	95	101	72	94	96	104	88	91

Filtered by structure: the compounds so far with four or more nitrogen atoms.
SMILES	IGROV1	NCI-H23	OVCAR-3	NCI-H522	NCI/ADR-RES	OVCAR-4	OVCAR-5	SK-OV-3	OVCAR-8
O=C(N/N=C\c1ccc(N(CCCl)CCCl)cc1)C(=O)N/N=C\c1ccc(N(CCCl)CCCl)cc1	x	104	111	76	102	102	91	111	96
Cn1c(=O)c2c(nc(N3CCN(CCCl)CC3)n2C)n(C)c1=O	107	95	103	88	100	123	109	104	108
COC(=O)[C@@H](C)C[C@H](Cc1ccccc1)NC(=O)c1csc([C@@H](C[C@H](C(C)C)N(C)C(=O)C2(NC(=O)[C@H]3CCCCN3C)CC2)OC(C)=O)n1	27	16	-16*	1.6*	62	45	20	19	23
COC(=O)[C@H](Cc1ccccc1)NNC(=O)c1csc([C@@H](C[C@H](C(C)C)N(C)C(=O)[C@@H](NC(=O)[C@H]2CCCCN2C)C2CC2)OC(C)=O)n1	27	29	4.1*	-19*	33	41	33	20	24
O=C(NCCN1CC1)C(=O)NCCN1CC1	78	91	100	63	79	106	104	98	69
CC(=O)O[C@H](C[C@H](C(C)C)N(C)C(=O)[C@H](C)NC(=O)[C@H]1CCCCN1C)c1nc(C(=O)N[C@@H](Cc2ccccc2)C[C@H](C)C(=O)O)cs1	89	93	67	51	104	115	111	82	96
C[C@]12CC[C@H]3[C@@H](CC4SC(N)=NC45C/C(=N/NC(N)=O)CC[C@]35C)[C@@H]1CCC2=O (some centres not stated)	2.9*	-44*	-32*	-19*	-5.3*	-19*	73	101	-2.3*
CC1(C)N=C(N)N=C(N)N1c1ccc(OCC(=O)Nc2ccc(S(=O)(=O)F)cc2)cc1	32	x	108	74	109	95	59	102	108
Cc1nc(C)c(C(=O)N/N=C/c2ccc(N(CCCl)CCCl)cc2)s1	59	74	96	91	82	84	135	95	81
CC[C@H](C)[C@H](NC(=O)[C@H]1CCCCN1C)C(=O)N(C)[C@H](CCc1nc(C(=O)N[C@@H](Cc2ccccc2)C[C@H](C)C(=O)OC)cs1)C(C)C	27	31	-19*	-15*	29	44	49	8.8*	23
